# BaF3 tox: parental Ba/F3 cell viability inhibition, counter-screen for JAK2V617F inhibitor project, murine pro-B, CellTiter-Glo luminescence; inhibition, % at 5.6 µM; CellTiter-Glo ATP luminescence; 220,000 compounds, 1.1% hits;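 active means inhibition above a per-campaign cutoff, the mean inhibition of all tested compounds plus 3 SD, cut at about 27% in these data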;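 further: 0% = DMSO wells and 100% = JAK Inhibitor I control wells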
# Wee1 degr inh: Wee1 degradation inhibitors, primary screen, cell-based, HeLa, Wee1K328M-luciferase, luminescence; AID 1321, 2008; HeLa Luc-Wee1K328M stability; 100% = proteasome inhibitor MG132 effect; reporter increase, % at 5 µM; 220,000 compounds, 1.2% hits;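 active means activation above the mean of all tested compounds plus 3 SD, set per screening run, cut at about 8.8% in these data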;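 further: cells exposed to compound for 20 h before luminescence read; 0% = DMSO alone and 100% = MG132 at 30 µM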
# NPY-Y2 PAM-ag: NPY-Y2 potentiators or agonists, primary screen, cell-based; cells expressing NPY-Y2, potentiator/agonist read-out; activation, % at 3.6 µM; 220,000 compounds, 0.45% hits; AID 1359, 2008; Neuropeptide Y receptor type 2 (Homo sapiens), P49146; in the data active means activation above about 27%;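 further: cells stimulated with NPY near EC25 plus isoproterenol at EC100; 0% = vehicle plus submaximal agonist and 100% = vehicle plus saturating agonist; some results beyond the cut were filed as inactive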
# S1P4 antag: S1P4 receptor antagonists, primary screen, cell-based; inhibition, % at 4.98 µM; AID 1510, 2009; S1P4-expressing cells, antagonist mode, reporter read-out; 220,000 compounds, 0.26% hits; in the data active means inhibition above about 29%;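 further: 0% = wells stimulated with agonist and 100% = vehicle wells without agonist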
# S1P4 agonist: S1P4 receptor agonists, primary screen, cell-based; Sphingosine 1-phosphate receptor 4 (Homo sapiens), O95977; AID 1509, 2009; 220,000 compounds, 0.35% hits; S1P4-expressing cell line, agonist reporter assay; activation, % at 4.98 µM; in the data active means activation above about 11%;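 further: 0% = DMSO vehicle and 100% = reference agonist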
# eIF4E 4G PPI: eIF4E–eIF4G protein interaction inhibitors, primary screen, biochemical, uHTS, TR-FRET, eIF4GI fragment. inhibition, % at 21.7 µM. AID 782, 2007. TR-FRET eIF4E-eIF4GI(517-606) binding, 2 h. Eukaryotic translation initiation factor 4E (Mus musculus) + Eukaryotic translation …. 220,000 compounds, 0.37% hits;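 active means inhibition above about 30%, limit read from the data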;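 further: 0% = full FRET control wells and 100% = background wells lacking eIF4GI fragment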
# MDM2 E3 inh: MDM2-luciferase reporter signal enhancers, primary screen, MDM2 E3 ligase inhibitor project, cell-based, luminescence, 1536-well; 210,000 compounds, 0.11% hits; signal enhancement, % at 5 µM; E3 ubiquitin-protein ligase Mdm2 (Homo sapiens), Q00987; AID 1230, 2008; cell-based MDM2 ubiquitination luciferase reporter, 2 h; 0 = plate control, 100 = twice control, blank-subtracted;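 active means signal enhancement of 30% or more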;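 further: luminescence tracks abundance of the self-degrading MDM2-luciferase fusion protein; higher signal means inhibition of MDM2 E3 ligase activity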
#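 test system = mammalian cells stably expressing self-ubiquitinating, self-degrading MDM2 E3–luciferase fusion | quantity = 2000 cells/well | incubation = cell settling 4 h, compound treatment 2 h, both 37 °C | signal = luminescence with SteadyLite reagent, 15 min at room temperature | evaluation = % enhancement relative to plate controls after blank subtraction | benchmarks = plate controls and plate blanks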
# PERK inh: block of dimerizer-induced PERK translation repression, primary screen, PERK inhibitor project, CHO PERK-DD cells, SEAP luminescence, HTS; CHO PERK-DD fusion, SEAP luminescence translation reporter; Eukaryotic translation initiation factor 2-alpha kinase 3 (Homo sapiens), Q9NZJ5; inhibition, % at 5.6 µM; 220,000 compounds, 0.17% hits; AID 1416, 2008;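 active means inhibition above the mean inhibition of all tested compounds plus 3 SD, set separately per screening campaign, cut at about 2.9% in these data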;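 further: PERK kinase domain activated by AP20187 dimerizer at 100 nM; 0% = DMSO with dimerizer and 100% = rapamycin at 8.4 µM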
# Ba/F3 V617F tox: reduced viability of JAK2V617F-dependent Ba/F3 cells, primary screen, JAK2V617F inhibitor project, cell-based, Ba/F3 EpoR-JAK2V617F, luminescence | 220,000 compounds, 1.1% hits | ATP luminescence | inhibition, % at 5.6 µM;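 active means inhibition above the campaign mean plus 3 SD over all tested compounds, cut at about 24% in these data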;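 further: cytokine-independent growth of Ba/F3 cells driven by EpoR plus mutant JAK2; 0% = DMSO-treated cells and 100% = JAK inhibitor I control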
# An asterisk follows results filed as active; / = no result given; [ ] = remark or other dose. Only part of the results is shown; the hit share may differ from the screen's.
SMILES,BaF3 tox,Wee1 degr inh,NPY-Y2 PAM-ag,S1P4 antag,S1P4 agonist,eIF4E 4G PPI,MDM2 E3 inh,PERK inh,Ba/F3 V617F tox
Cn1ccnc1P(=S)(c1nccn1C)N1CCOCC1,-1,-1,4,1,-1.3,6,-19,1.8,-4
CC1CN=C(Nc2ccc(N(C)C)cc2)S1 (stereo not drawn),4,-2,14,2,-1.6,-5,-15,-0.5,-3
CCOC(=O)C(NC(C)=O)C(OC(C)=O)c1cccc(N(CCCl)CCCl)c1 (stereo not drawn),1,0,3,1,1.0,5,-6,0.1,1
O=C(c1cccn2c(=O)c3cc(Cl)ccc3nc12)N1CCC2(CC1)OCCO2,0,-2,-2,-14,1.9,14,/,0.4,-3
COc1ccc(-n2cnc3cc(C(=O)N4CCC5(CC4)OCCO5)ccc32)cc1,9,2,-11,12,0.3,2,/,1.5,3
O=C(O)C1C2CCC(O2)C1C(=O)NC1CCCCC1 (stereo not drawn),10,0,2,-24,2.2,-44[fluorescence artefact?],-2,-0.9,5
CCOP(=O)(OCC)C(CC)N1CCOCC1 (stereo not drawn),4,-3,8,3,-3.2,6[fluorescence artefact?],-9,0.8,-2
Cc1cccc(OCC(=O)N2CCN(Cc3ccncc3)CC2)c1,2,1,4,2,-6.0,5,-9,-0.3,-3
CN1CCN(c2ccc(C=O)cc2)CC1,0,2,5,2,-3.0,3[fluorescence artefact?],4,-0.1,-5
CN1CCN(c2nccc3c2ncn3C)CC1,4,-2,-12,13,1.2,-1,-5,1.6,0
CC/C(=N\N1CCCCCC1)c1c(O)n(-c2ccccc2C)c(=O)[nH]c1=O,2,-2,4,-11,-0.6,-1,-16,-1.5,-3
CCC(CO)(C(=O)OC1C[N+]2(C)CCC1CC2)c1ccccc1 (stereo not drawn),5,-1,2,2,-0.2,1,-6,1.3,1
CCC1(C(=O)c2ccc(C)cc2)C2c3ccccc3OC(=O)C21C(=O)O (stereo not drawn),3,3,1,8,-0.3,-2,-6,-0.5,3
COc1cccc(C(=O)N2CCC3(CC2)OCCO3)c1,-2,3,2,7,-0.4,3,-18,1.8,-3
Cc1ccc2c(CN3CC=C(c4ccccc4)CC3)cc(=O)oc2c1C,4,0,-10,-5,0.7,1[fluorescence artefact?],-7,0.7,-3
CCOP(=O)(OCC)C(O)c1ccc(OC)cc1 (stereo not drawn),-1,-3,-19,9,-1.7,0,-1,0.7,-4
CC(=O)CC(=O)C1C(=O)N(C)C(=O)N(C)C1=O,6,1,-3,21,-1.4,-1,-7,1.1,0
CC(=NCc1ccc2c(c1)OCO2)c1c(O)n(C)c(=O)n(C)c1=O,5,1,-14,-2,-2.1,2[fluorescence artefact?],-20,0.3,1
CCn1c(O)c(N=Nc2ccc(S(=O)(=O)N3CCOCC3)cc2)c(=O)n(CC)c1=S,0,0,1,-6,1.8,0,-79,0.7,-1
CC(CO)(CO)N=Cc1c(O)n(-c2cccc3ccccc23)c(=O)[nH]c1=O,1,4,11,-6,-2.1,4,-15,0.7,-1
Cn1c(O)c(C=NCCCNC2CCCCC2)c(=O)n(C)c1=O,-5,-3,6,-3,-0.4,0,2,0.9,-1
CN(C)c1ccc(/C=C2\CC3C4CC=C5CC(O)CCC5(C)C4CCC3(C)C2=O)cc1 (stereo not drawn),8,-1,2,-24,0.8,4[fluorescence artefact?],-8,0.5,-1
CC(C)CCn1c(N)c(C(=O)OCC2CCCO2)c2nc3ccccc3nc21 (stereo not drawn),2,0,8,7,-0.8,0,-13,-2.0,2
CCOc1cc(-c2nc3c(C)cccn3c2NCC2CCCO2)ccc1O (stereo not drawn),-1,4,12,-5,1.2,5,-11,-1.0,-2
CC(=O)c1ccc(OC(NC(=O)Cc2ccccc2)C(Cl)(Cl)Cl)cc1 (stereo not drawn),9,0,-9,-8,-0.2,2,-17,2.0,1
CC1CCC(C(C)C)C(OC(=O)COC(=O)c2ccccc2N)C1 (stereo not drawn),9,1,-17,-3,-0.7,-5,-1,0.8,2
O=c1[nH]c(=O)n(-c2cccc3ccccc23)c(O)c1C=NCc1ccc2c(c1)OCO2,6,-1,9,5,0.1,7,4,-0.4,0
CN(C)CCn1cnc2ccccc21,-1,-2,1,-11,0.1,1,-8,0.1,3
CN1CCN(Cc2ccc(OC(F)(F)F)cc2)CC1,5,1,1,-5,-0.7,4,-9,-0.7,4
C=CC1CN2CCC1CC2[C@@H](OC(=O)c1ccc(OC)cc1)c1ccnc2ccccc12 (stereo partly drawn),10,0,-2,-17,0.3,7,-2,-0.8,6
COc1ccc(NP(=O)(Oc2cccc(C)c2)Oc2cccc(C)c2)cc1OC,0,1,-12,-2,-0.8,-1,-10,-1.5,-6
CCCCCCn1c(O)c(C=NCCCn2ccnc2)c(=O)[nH]c1=O,2,3,-4,0,0.8,0,0,-0.3,2
CNC(=O)c1cccn(Cc2cc(C(F)(F)F)cc(C(F)(F)F)c2)c1=O,0,1,-13,-15,-0.8,2,-8,-1.2,3
CC/C(=N\N1CCN(C)CC1)c1c(O)[nH]c(=O)[nH]c1=O,3,-3,13,-27,2.7,0,-7,1.0,-2
Cc1ccc(OCC(=O)Nc2ccc(Cl)cc2C(=O)c2ccccc2)cc1,0,3,11,-6,-1.1,7[fluorescence artefact?],-2,0.6,-5
CN1C(=O)CC(c2ccccc2)Nc2ccccc21 (stereo not drawn),-2,1,-23,-10,-1.6,1,-7,-0.3,-2

# Single entries from above.
# O=c1[nH]c(=O)n(-c2cccc3ccccc23)c(O)c1C=NCc1ccc2c(c1)OCO2 in PERK inh → -0.4
# Cc1ccc(OCC(=O)Nc2ccc(Cl)cc2C(=O)c2ccccc2)cc1 in BaF3 tox → 0
# CC(=O)c1ccc(OC(NC(=O)Cc2ccccc2)C(Cl)(Cl)Cl)cc1 (stereo not drawn) in PERK inh → 2.0

# More records follow:
SMILES,BaF3 tox,Wee1 degr inh,NPY-Y2 PAM-ag,S1P4 antag,S1P4 agonist,eIF4E 4G PPI,MDM2 E3 inh,PERK inh,Ba/F3 V617F tox
CCOc1ccc(Br)c(C2(O)CC(C)N(C)CC2C)c1 (stereo not drawn),1,2,15,-3,2.5,-5,-14,-1.2,-1
COc1ccc(CN2C(=O)CC(=O)NC2=S)cc1,5,-4,-30,6,1.0,0,-6,0.7,0
Cc1ccc(S(=O)(=O)N(c2cc(Cl)c(O)c(Cl)c2)P(=O)(OC(C)C)OC(C)C)cc1,3,0,8,-12,-0.1,-5,-4,0.0,-2
Oc1ccc(CC2CC3CCN2CC3)cc1O (stereo not drawn),3,0,4,-1,1.0,1,-7,1.4,-3
c1ccc2c3c([nH]c2c1)C1(CCNCC1)NCC3,3,-1,-12,9,-0.9,0,-14,0.9,0
S=C1CN=C(c2ccccc2Cl)c2cc(Cl)ccc2N1,2,0,7,0,27*,2,21,1.0,-4
C[C@]12CC[C@@H](O)C[C@@H]1CC[C@@H]1[C@@H]2CC[C@]2(C)C(=O)CC[C@@H]12,-4,-1,-4,9,-0.9,6,/,0.9,-6
CN1CCc2nc(SCc3ccccc3Br)c(C#N)cc2C1,4,0,13,-22,-0.5,3,-8,0.6,-1
Cc1ccc2c(c1)CC1(CN2C)C(=O)NC(=O)N(CCc2ccccc2)C1=O (stereo not drawn),1,-2,7,-13,-0.1,1,-15,-0.5,-1
CN1CCN(S(=O)(=O)c2cnc(Cl)c(Br)c2)CC1,4,3,5,-16,-0.2,3,-11,1.4,-2
Cc1ccc2c(c1)C1CN(C)CCC1N2C(=O)Nc1cccc(Cl)c1 (stereo not drawn),5,-4,-2,4,-1.9,-4,-2,-0.6,7
COc1cc(N2CCOCC2)ccc1C=C1C(=O)NC(=O)NC1=O,-4,-1,15,-5,1.2,-6,-7,0.4,-4
Cc1ccc(S(=O)(=O)CC(C)(O)C(=O)Nc2cccc(C(F)(F)F)c2)cc1 (stereo not drawn),4,-2,-2,-9,-2.4,1,-13,-0.5,0
O=C(Cc1ccccc1)N1CCN(C/C=C/c2ccccc2)CC1,3,1,-5,-6,3.2,-3,-17,-0.2,1
c1ccc(-c2[nH]c(-c3ccccc3)[n+](CC3CO3)c2-c2ccccc2)cc1 (stereo not drawn),2,-1,-9,-9,0.2,-1[fluorescence artefact?],-10,0.5,-1
c1ccc2sc(C3CCCNC3)nc2c1 (stereo not drawn),2,-2,-6,-9,0.6,-2,-71,1.4,-3
CC(Cc1ccccc1)NCC(=O)Nc1cc(N(C)C)nc2ccccc12 (stereo not drawn),-8,-1,-46,0,-0.6,-8,/,0.6,0
COc1cc(/C=C2\C(=O)NC(=O)N(c3ccccc3)C2=O)c([N+](=O)[O-])cc1OC,7,2,-8,-1,-1.0,4,-33,3.0*,-1
COCCCNC(=O)c1c(NC(=O)c2ccccc2)n(Cc2ccccc2)c2nc3ccccc3nc12,0,-1,3,0,0.8,/,/,0.1,0
CC(=O)c1c(C)n(Cc2ccccc2)c2ccc(O)cc12,5,-2,-27,19,-1.1,2,-11,-0.2,5
O=C(Nc1cccc(OC(=O)N2CCCCC2)c1)N1CCCCC1,0,2,-5,-2,0.4,-2,-14,-0.1,1
CC(C)=CCOc1c2occc2cc2ccc(=O)oc12,6,0,-1,6,1.0,-3,/,-0.4,6
COc1cc(CN2CCCC(C(=O)c3sccc3C)C2)cc(OC)c1O (stereo not drawn),7,4,6,-9,3.5,-1,-7,-0.1,0
CCN(CC)c1ccc(N=Cc2c(O)n(CCc3ccc(OC)c(OC)c3)c(=O)[nH]c2=O)cc1,5,0,-5,3,-0.6,4,-12,-0.1,2
CCN(CC)CCCN=C(C)c1c(O)n(-c2ccccc2)c(=O)[nH]c1=O,2,7,-5,0,-0.2,-2[fluorescence artefact?],-8,1.5,-2
CN1CCN(c2ncnc3ccc(Br)cc23)CC1,-1,0,-17,6,0.8,1,-26,-0.7,3
CC1=NN(c2ccccc2)C(=O)C1/C=C1/C(=O)NC(=O)N(c2cccc(C)c2)C1=O (stereo not drawn),-2,-2,-4,-22,0.5,1,-31,-0.1,-3
Cn1cccc1/C=C1\C(=O)NC(=O)N(CCC2=CCCCC2)C1=O,2,-2,13,-22,4.5,-4[fluorescence artefact?],-2,1.0,-5
CN(C)c1nc(N(C)C)nc(N(C#N)CCCl)n1,4,-1,-15,-10,0.4,2,-15,-0.1,2
C[C@H]1CCC[C@H](O)CCCCCc2cc(O)cc(O)c2C(=O)O1,7,0,10,-7,-0.6,3,-14,-0.3,-2

# Assay outcomes from PubChem BioAssay.
